Bioassay records as filed in PubChem.
Cdc42 wt GTP = changes GTP binding to wildtype human Cdc42; GST-Cdc42 beads, Bodipy-GTP binding, flow cytometry; actives lie on both sides; P60953; percent activity (GTP binding), % at 10 µM; 190,000 tested, 0.2% active;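 active = percent activity GTP binding at least 20 points away from the 100% baseline, either down as inhibitor or up as activator; inconclusive = compound flagged as likely green fluorescent from well-wide comparison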;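 note: median bead fluorescence of bound Bodipy-FL-GTP at 100 nM; 0% = excess unlabeled GTP control and 100% = no compound control; below 100% means less GTP binding so inhibitor and above means activator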
Avidin fluor = compound fluoresces at 488/530 nm on avidin beads | compound fluorescence 488/530 nm, flow cytometry; stronger effect = higher value | fluorescence (KMESF) at 10 µM | 220,000 tested, 0.38% active | AID 1775; in the data active = fluorescence above about 47; note: inactives centre near 10
Mcl1-Noxa inh = Mcl-1/Noxa interaction inhibition; Q07820; TR-FRET Mcl-1/Noxa peptide binding, 2 h; inhibition, % at 21.7 µM; 220,000 tested, 1.5% active;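 active = compounds that cut the protein-peptide binding signal by more than 50% relative to plate controls in a single-dose test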;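 note: His-tagged Mcl-1 with rhodamine Noxa BH3 peptide and terbium anti-His antibody; 0% = Mcl-1 plus Noxa peptide wells and 100% = peptide-only wells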
Rab2A wt mod = changes GTP binding to wildtype dog Rab2A, up or down | GTP binding activity, % at 10 µM | AID 760 | GST-Rab2 wt beads, Bodipy-GTP binding, flow cytometry | P61105 | 190,000 tested, 0.19% active;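 active = GTP binding activity at least 20 points away from 100%, either lowered or raised; inconclusive = signal likely due to the compound's own green fluorescence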;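 note: 0% = beads with excess unlabeled GTP and 100% = no-compound control corrected for plate trend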
Pf gametocyte = inhibitors of late stage P. falciparum gametocyte viability. P. falciparum stage V gametocytes, ATP luminescence, 24 h. inhibition, % at 10.9 µM. 150,000 tested, 0.065% active. AID 743093;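 active = inhibition above the mean plus 3 SD of compounds within the control limits, set per campaign, cut at about 38% in these data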;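 note: 0% = DMSO wells and 100% = medium only without gametocytes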
Rac1 wt GTP bind = alters GTP binding to wildtype human Rac1 | AID 757 | GTP binding activity (% of control), % at 10 µM | GST-Rac1 beads, fluorescent GTP binding, flow cytometry; actives lie on both sides; 0 = cold GTP competed, 100 = untreated | 190,000 tested, 0.27% active;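 active = GTP binding activity at least 20 points away from the 100% control level, either lower or higher; inconclusive = compound flagged as likely green fluorescent, judged across all proteins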
Rac1 act GTP bind = modulators of GTP binding to human Rac1 activated mutant; P63000; GST-Rac1 activated beads, fluorescent GTP binding, flow cytometry; actives lie on both sides; 100% means binding = to untreated wells; percent activity (GTP binding), % at 10 µM; 190,000 tested, 0.11% active;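 active = GTP binding at least 20 percentage points away from the 100% baseline, in either direction, so actives lie on both sides; inconclusive = Compound likely fluorescent itself, or too few beads counted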
Rab7 wt GTP bind = dog Rab7 wildtype GTP binding, inhibitors and activators | GST-Rab7 beads, fluorescent GTP binding, flow cytometry; actives lie on both sides; untreated = 100%, excess cold GTP = 0% | GTP binding activity (percent of control), % at 10 µM | 190,000 tested, 0.055% active;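 active = fluorescent GTP binding to Rab7 beads changed by at least 20 points from the 100% baseline, either direction, mostly lower; inconclusive = compound itself probably fluorescent, or too few beads counted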;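 note: median green fluorescence of bound Bodipy-FL-GTP per Rab7 bead population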
ABCB1 inh = inhibitors of human ABCB1 transporter, ABCG2 counter-screen | inhibition, % at 6.6 µM | 190,000 tested, 0.067% active | AID 1326 | P08183 | CCRF-Adr cells, JC-1 efflux, flow cytometry; in the data active = inhibition above about 40%;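 note: 0% = vehicle and 100% = reference inhibitor; higher value means more JC-1 retained so stronger ABCB1 efflux block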
Target sequence (P08183 whole entry, looked up): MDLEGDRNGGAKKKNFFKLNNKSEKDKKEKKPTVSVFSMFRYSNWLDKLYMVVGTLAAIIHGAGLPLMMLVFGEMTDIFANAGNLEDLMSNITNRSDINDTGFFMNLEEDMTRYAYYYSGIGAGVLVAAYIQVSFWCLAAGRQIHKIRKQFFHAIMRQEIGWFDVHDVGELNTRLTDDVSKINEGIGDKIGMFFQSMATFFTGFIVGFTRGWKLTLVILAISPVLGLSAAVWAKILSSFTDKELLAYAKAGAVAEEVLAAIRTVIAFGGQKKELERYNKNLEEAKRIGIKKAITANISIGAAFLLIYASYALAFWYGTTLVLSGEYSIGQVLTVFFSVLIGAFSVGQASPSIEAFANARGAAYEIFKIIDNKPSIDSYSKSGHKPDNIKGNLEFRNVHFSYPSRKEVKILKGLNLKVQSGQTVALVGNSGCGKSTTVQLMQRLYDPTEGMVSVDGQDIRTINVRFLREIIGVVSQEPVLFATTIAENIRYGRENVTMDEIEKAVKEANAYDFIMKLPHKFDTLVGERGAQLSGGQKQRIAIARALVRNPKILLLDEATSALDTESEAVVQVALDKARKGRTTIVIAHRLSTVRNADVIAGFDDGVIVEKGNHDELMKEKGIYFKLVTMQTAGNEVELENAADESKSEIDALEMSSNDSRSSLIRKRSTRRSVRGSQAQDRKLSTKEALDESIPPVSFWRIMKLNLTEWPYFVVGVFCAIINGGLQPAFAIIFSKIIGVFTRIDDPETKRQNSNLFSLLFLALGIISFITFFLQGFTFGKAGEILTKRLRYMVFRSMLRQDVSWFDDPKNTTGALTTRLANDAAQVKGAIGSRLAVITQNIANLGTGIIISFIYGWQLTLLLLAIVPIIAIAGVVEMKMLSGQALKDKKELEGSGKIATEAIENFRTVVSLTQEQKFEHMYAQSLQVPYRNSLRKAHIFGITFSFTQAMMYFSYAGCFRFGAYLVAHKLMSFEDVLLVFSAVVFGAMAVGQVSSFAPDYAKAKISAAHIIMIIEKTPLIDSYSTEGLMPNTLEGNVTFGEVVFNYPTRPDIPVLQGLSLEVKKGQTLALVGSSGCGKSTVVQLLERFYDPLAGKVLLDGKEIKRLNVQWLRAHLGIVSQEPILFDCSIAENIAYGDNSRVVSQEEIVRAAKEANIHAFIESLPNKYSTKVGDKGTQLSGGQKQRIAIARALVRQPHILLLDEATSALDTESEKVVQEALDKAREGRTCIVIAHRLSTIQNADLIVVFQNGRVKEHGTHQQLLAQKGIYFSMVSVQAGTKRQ
ABCG2 block = human ABCG2 inhibition, ABCB1 as counter-screen | inhibition, % at 6.6 µM | 190,000 tested, 0.1% active | IgMXP3 cells, JC-1 efflux, flow cytometry | AID 1325 | Q9UNQ0;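 active = inhibition above 80%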;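 note: 0% = DMSO and 100% = nicardipine control wells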
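Test system: IgMXP3 cells (ABCG2) mixed with DDAO far-red-labelled CCRF-Adr cells (ABCB1). Reagent: JC-1 transporter substrate. Compound dosing: single test compound dose, 6.6 µM final. Times: 10 min compound exposure, 25 °C. Detection: flow cytometry of retained JC-1 fluorescence. Read-out basis: efflux inhibition in percent versus controls. Controls: nicardipine and DMSO wells.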
HRas wt GTP bind = human HRas wildtype GTP binding, change in either direction; GST-Ras wt beads, Bodipy-FL-GTP binding, flow cytometry; actives lie on both sides; GTP binding activity, % at 10 µM; 190,000 tested, 0.14% active;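 active = GTP binding activity at least 20% away from the 100% baseline, either lowered as inhibitor or raised as activator; inconclusive = flagged as likely green fluorescent, judged across all proteins in the well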;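 note: 0% = unlabeled GTP competition control and 100% = no-compound control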
Starred values were filed as active, the others as inactive; u = inconclusive; x = not tested or not shown.

Compound	Rac1 act GTP bind	Rac1 wt GTP bind	ABCG2 block	Mcl1-Noxa inh	Rab7 wt GTP bind	Pf gametocyte	HRas wt GTP bind	ABCB1 inh	Cdc42 wt GTP	Avidin fluor	Rab2A wt mod
O=C1CC(Cc2ccccc2)C(=O)N1c1ncccn1 (centres undefined)	98	100	14	-1	103	x	99	6.0	96	12	98
CCOC(=O)c1sc(NC(=O)CSc2nc3c(c(=O)n2-c2ccc(F)cc2)SCC3)c(C(=O)OCC)c1C	102	111	17	16	98	x	102	6.9	105	6	103
CCN1CCN(C(=S)Nc2ccc3nc(N4CCN(C)CC4)cc(C)c3c2)CC1	95	104	3	5	102	-1	103	-0.3	96	11	100
CCOC(CNC(=O)c1ccc(N2CCc3ccccc32)c([N+](=O)[O-])c1)OCC	98	97	7	-3	95	-8	96	1.7	93	6	96
CCOC(=O)c1c(NC(=O)C2COc3ccccc3O2)sc(C(C)=O)c1C (centres undefined)	101	106	1	-12	98	x	99	0.0	102	3	99
O=C(Nc1ccccc1F)c1ccc(Cn2cc(Br)cn2)cc1	95	101	17	11	102	5	95	1.8	98	11	96
Cc1ccc(CSCCNC(=O)c2ccc(NS(C)(=O)=O)cc2)cc1	97	104	4	18	105	-3	99	-0.4	100	10	106
Cc1cc(N)n2ncc(-c3cccc(Br)c3)c2n1	100	100	6	3	99	x	102	0.2	102	7	99
O=[N+]([O-])c1ccccc1S(=O)(=O)N1CCN(Cc2ccc3c(c2)OCO3)CC1	94	93	1	33	92	-41	93	-0.1	93	8	95
CCOc1ccc(N2C(=O)S/C(=C\c3cccn3C)C2=O)cc1	98	105	1	15	102	x	101	0.4	103	2	99

(further entries)
Compound	Rac1 act GTP bind	Rac1 wt GTP bind	ABCG2 block	Mcl1-Noxa inh	Rab7 wt GTP bind	Pf gametocyte	HRas wt GTP bind	ABCB1 inh	Cdc42 wt GTP	Avidin fluor	Rab2A wt mod
C#CCOCCOCCOCCNc1nc(N2CCN(C(=O)[C@H]([C@@H](C)CC)n3cc([C@@H](N)CC(C)C)nn3)CC2)nc(N2CCN(C(=O)[C@H](CCCCN)n3cc([C@@H](N)CC(C)C)nn3)CC2)n1	97	97	-1	14	94	x	94	-0.1	96	7	94
CC(Cc1cccs1)NC(=O)Nc1ccc([N+](=O)[O-])cc1 (centres undefined)	97	100	10	9	105	3	100	0.3	99	11	100
Cc1cc(=O)oc2cc(OCC(=O)NCC3CCCO3)ccc12 (centres undefined)	94	98	10	-3	101	-8	97	1.1	96	12	97
CC1CCCN(c2ccc(C(=O)NCc3cccs3)cn2)C1 (centres undefined)	98	101	52	6	98	x	99	1.6	99	37	96
CC1(C)CC(=O)C2=C(C1)OC(c1ccncc1)C(C#N)=C2N (centres undefined)	u	u	0	-6	u	-9	u	0.0	u	24	u
CCN(CC)C(=O)CSc1nnc(CCCCCNC(=O)OC(C)(C)C)o1	99	104	2	5	102	-6	99	-0.3	100	3	102
O=S1(=O)CCC(NC(=S)SCc2ccccc2Br)C1 (centres undefined)	92	95	-4	18	102	-12	96	-1.8	93	7	96
COc1ccc(CCNC(=O)CN(C)S(=O)(=O)c2cccc3nsnc23)cc1OC	95	101	5	8	101	x	100	0.9	101	20	103
Cc1ccc(NC(=S)C2=C(O)c3sccc3N(C)S2(=O)=O)cc1	96	96	2	1	91	x	94	2.0	98	7	94
COC(=O)C1=C(C)N=C2SCCC(=O)N2C1/C=C/c1ccccc1 (centres undefined)	99	101	-1	-15	99	x	101	-0.2	101	8	98

Further compounds follow:
Compound	Rac1 act GTP bind	Rac1 wt GTP bind	ABCG2 block	Mcl1-Noxa inh	Rab7 wt GTP bind	Pf gametocyte	HRas wt GTP bind	ABCB1 inh	Cdc42 wt GTP	Avidin fluor	Rab2A wt mod
C=CCN(CC=C)C(=O)Cn1cnc([N+](=O)[O-])n1	101	103	0	11	95	5	99	0.2	105	12	99
Cc1ccc(Cn2c(/C=C/c3ccco3)nc3ccccc32)cc1	97	101	5	32	100	10	97	0.8	99	11	97
Cc1ccc(-n2[nH]c(C)c(/C=N/N3C(=O)c4cccc5cccc(c45)C3=O)c2=O)cc1	88	95	0	-30	96	x	95	-0.2	91	10	94
COc1ccc(-c2nnc(SCCC(=O)O)n2-c2ccccc2)cc1	99	101	1	15	101	x	104	0.4	104	13	105
COc1ccc(-c2noc(-c3ccccc3-c3ccccc3)n2)cc1OC	99	98	1	3	96	1	97	0.1	97	24	98
Cc1ccc2nc(C)cc(Cl)c2c1	96	99	1	4	107	-12	98	0.4	96	26	100
CCC(c1nnnn1CCOC)N1CCN(C(=O)c2ccco2)CC1 (centres undefined)	101	103	2	18	99	-12	100	0.0	102	27	99
COc1ccc(N2CCN(C(=O)CC3NC4CCCCC4NC3=O)CC2)cc1 (centres undefined)	100	101	0	-4	101	1	99	0.4	103	16	101
O=C(Nc1cccn2ncnc12)c1ccc(Cl)cc1Cl	96	97	5	9	94	x	99	0.7	99	30	97
O=C(OCC(=O)N1CCCC1)c1ccc(S(=O)(=O)N2CCOCC2)cc1	96	95	-7	7	102	x	96	-0.8	94	11	96

Remaining list, next part.
Compound	Rac1 act GTP bind	Rac1 wt GTP bind	ABCG2 block	Mcl1-Noxa inh	Rab7 wt GTP bind	Pf gametocyte	HRas wt GTP bind	ABCB1 inh	Cdc42 wt GTP	Avidin fluor	Rab2A wt mod
O=C(CSc1nc2ccccc2s1)Nc1ccc(Cl)c(S(=O)(=O)N2CCOCC2)c1	97	101	-1	-10	102	-3	99	-0.4	97	11	95
COc1ccccc1-n1cc(CN2CCN(C3CCCCC3)C(CCO)C2)cn1 (centres undefined)	97	100	3	-1	105	15	99	0.1	102	9	99
COC(=O)c1ccccc1NC(=O)CN(Cc1ccc(Cl)cc1)S(C)(=O)=O	99	101	2	-1	100	x	99	0.7	99	4	100
CCSc1nnc(NC(=O)C(CC)Oc2ccccc2)s1 (centres undefined)	98	109	51	10	100	-6	102	2.3	107	36	101
Cc1ccc(-n2ncc3c(N4CCCC4)ncnc32)c(C)c1	100	107	2	9	88	-11	97	0.0	101	12	95
Cc1cc(C(=O)N/N=C/c2cc(Cl)cc([N+](=O)[O-])c2O)c2ccccc2n1	96	100	-1	7	93	x	97	-0.3	97	4	96
COc1ccc(-n2c(SC3CCOC3=O)nc3ccccc32)cc1 (centres undefined)	99	101	1	26	99	10	101	0.1	103	9	100
CC(C)[C@H](NC(=O)c1ccccc1Cl)C(=O)OCc1cc(=O)n2cc(Br)ccc2n1	97	103	1	4	106	-4	99	0.8	98	9	99
Cc1nccn1CC(=O)N/N=C/c1ccc(O)c(O)c1	99	102	0	23	99	x	100	-0.1	103	13	101
CN(C)S(=O)(=O)c1ccc(Cl)c(NC(=O)COC(=O)/C=C/c2ccco2)c1	93	97	2	8	104	x	97	0.4	97	8	97

Other results:
Compound	Rac1 act GTP bind	Rac1 wt GTP bind	ABCG2 block	Mcl1-Noxa inh	Rab7 wt GTP bind	Pf gametocyte	HRas wt GTP bind	ABCB1 inh	Cdc42 wt GTP	Avidin fluor	Rab2A wt mod
Cn1c([N+](=O)[O-])cnc1COC(N)=O	100	109	3	8	101	x	102	0.0	103	9	99
Cc1nc2c(-c3ccc(F)cc3)c(C)nn2c(C)c1CCC(=O)N1CCN(c2ccc(F)cc2)CC1	97	104	3	25	97	x	96	0.7	98	8	95
CCc1ccc(N(CC(=O)O)S(=O)(=O)c2c(C)noc2C)cc1	96	101	0	1	95	x	97	-0.1	101	6	98
CCO[C@@H]1OC(C(=O)NCc2ccccc2)=C[C@H](c2csc3ccccc23)[C@H]1CCCO	94	96	6	3	100	25	94	3.7	93	6	96
NC(=O)Cc1nc(-c2ccc([N+](=O)[O-])cc2)cs1	95	99	4	9	103	25	100	0.2	95	12	100
O=C1CCCN1CCCNS(=O)(=O)c1ccc(Cl)c(C(=O)N2CCOCC2)c1	95	100	0	4	96	13	94	0.1	95	7	93
CCOC(=O)c1cc2c(nc1N)CC(C)(CC)OC2 (centres undefined)	102	108	2	8	104	-16	102	0.6	106	7	105
Cc1ccc2[nH]c(C(=O)O)c(NC(=O)CN3CCN(c4cccc(C)c4C)CC3)c2c1	98	104	1	13	103	2	101	0.3	102	8	99
Cn1cc(C(=O)NCc2ccccc2F)cn1	99	101	12	-7	96	7	95	0.4	97	2	94
CCc1nccn1S(=O)(=O)c1ccc(Br)cc1Br	95	98	0	8	98	6	98	0.0	99	23	97

Next structures.
Compound	Rac1 act GTP bind	Rac1 wt GTP bind	ABCG2 block	Mcl1-Noxa inh	Rab7 wt GTP bind	Pf gametocyte	HRas wt GTP bind	ABCB1 inh	Cdc42 wt GTP	Avidin fluor	Rab2A wt mod
C=CCn1c(C#N)c(N)sc1=N	97	103	0	32	98	12	100	0.0	102	24	97
Cc1ccc(S(=O)(=O)n2ccc3cccnc32)cc1	100	109	2	-7	104	x	104	0.2	107	11	106
CCC(=O)Nc1sc2c(c1C#N)CC(C)(C)NC2(C)C	99	106	-1	-9	106	x	104	-0.9	104	10	101
CCOCCCn1c(=S)[nH]c2cc3c(cc2c1=O)OCO3	97	99	5	29	100	x	100	0.1	100	10	99
